MC4R antagonist – human MC4R antagonism in cAMP assay | P32245 | MC4R-expressing cells, MTII-stimulated cAMP, LANCE TR-FRET | inhibition, % at 6.5 µM | 0.48% of 360,000 active | AID 540295;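 active = inhibition above its plate's cutoff, the mean of tested wells on that plate plus 3 SD, cut at about 29% in these data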;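 also: 0% = Melanotan II alone and 100% = Melanotan II plus saturating MCL0020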
Target sequence (P32245 whole entry, looked up): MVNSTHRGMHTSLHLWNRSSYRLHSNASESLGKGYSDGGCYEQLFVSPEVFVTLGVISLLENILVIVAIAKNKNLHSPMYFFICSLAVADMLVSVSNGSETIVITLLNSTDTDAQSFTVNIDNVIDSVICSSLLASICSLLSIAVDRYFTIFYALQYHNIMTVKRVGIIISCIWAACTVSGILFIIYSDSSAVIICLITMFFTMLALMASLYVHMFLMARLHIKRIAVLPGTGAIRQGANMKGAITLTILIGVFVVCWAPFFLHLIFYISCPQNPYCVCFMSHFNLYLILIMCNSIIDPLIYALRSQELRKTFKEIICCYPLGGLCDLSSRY
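Assay system: U2OS cells stably expressing human melanocortin 4 receptor (MC4R) / Dosing: 6.5 µM / Timing: compound 30 min, challenge 1 h, detection 1 h / Measured by: Eu-cAMP/anti-cAMP TR-FRET, emission 671 nm / Replicates: singlicate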
MC4R ag barr – human MC4R agonism via beta-arrestin | P32245 | U2OS MC4R beta-arrestin complementation, luminescence; percent of melanotan II response, DMSO zero | activation, % at 8.9 µM | 0.98% of 360,000 active | AID 540308;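 active = activation above a per-plate cutoff, the mean activation of sample wells on that plate plus 3 SD, cut at about 8% in these data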
H9c2 protect – myocardial damage modulation in H9c2 cells. 0.63% of 360,000 active. H9c2 cardiomyocytes, H2O2 injury protection, ATPLite, 2 h. protection from H2O2 cell death, % at 20 µM. AID 588492;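 active = compounds giving at least 50% protection of heart cells from peroxide-induced death in the single-dose screen, raw or plate-pattern-corrected value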;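 also: 0% = DMSO wells with peroxide and 100% = DMSO wells without peroxide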
PDI inh – blocks human protein disulfide isomerase activity; P07237; PDI insulin aggregation turbidity, A650, 90 min; inhibition, % at 10 µM; 0.052% of 350,000 active;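 active = mean inhibition across replicates of 30% or more, whatever share of single replicates reach that level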;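 also: absorbance from insulin aggregation driven by PDI reduction with DTT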
Target sequence (P07237 whole entry, looked up): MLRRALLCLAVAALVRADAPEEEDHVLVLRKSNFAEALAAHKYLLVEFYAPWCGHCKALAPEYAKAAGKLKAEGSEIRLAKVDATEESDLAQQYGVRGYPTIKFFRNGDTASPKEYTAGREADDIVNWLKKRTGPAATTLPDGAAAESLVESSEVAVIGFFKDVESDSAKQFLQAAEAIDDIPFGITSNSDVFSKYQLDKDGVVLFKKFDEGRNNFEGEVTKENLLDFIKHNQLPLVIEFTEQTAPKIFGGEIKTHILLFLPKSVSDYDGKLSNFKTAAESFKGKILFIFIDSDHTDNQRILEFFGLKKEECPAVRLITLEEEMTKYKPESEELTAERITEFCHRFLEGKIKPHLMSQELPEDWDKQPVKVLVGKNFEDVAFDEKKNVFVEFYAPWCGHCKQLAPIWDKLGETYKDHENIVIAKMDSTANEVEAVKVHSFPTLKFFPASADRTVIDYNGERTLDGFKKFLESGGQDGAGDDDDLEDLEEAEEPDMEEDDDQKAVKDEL
m5-HT2A agonist – agonists of mouse serotonin 5-HT2A receptor (HTR2A). P35363. CHO-K1 mHTR2A beta-arrestin complementation, luminescence; percent of 30 µM serotonin response. activation, % at 7.6 µM. 0.66% of 360,000 active. AID 624169;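 active = activation above a run cutoff, the mean activation of all tested compounds plus 3 SD, cut at about 14% in these data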;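 also: 0% = plate median of compound wells and 100% = 30 µM serotonin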
ABHD5-PLIN5 inh – inhibitors of human ABHD5-perilipin-5 interaction | Q00G26+Q8WTS1 | Split G. princeps luciferase complementation, luminescence, 4 h | inhibition, % at 4 µM | 0.78% of 360,000 active;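 active = inhibition above the mean inhibition across every tested compound plus 3 SD, cut at about 22% in these data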;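 also: 0% = DMSO only wells and the 100% control is not disclosed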
ABCB6 inh 2 – inhibitors of human ABC transporter ABCB6. fluorescence ratio to DMSO, % at 10 µM. K562-ABCB6 porphyrin accumulation, flow cytometry, 1 h; hits give low values. AID 602162. Q9NP58. 0.19% of 360,000 active;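 active = fluorescence ratio to DMSO below 75%, the collection mean minus 3 SD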;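 also: signal is porphyrin accumulated inside mitochondria; 100% equals median channel fluorescence of DMSO control wells; lower ratio means ABCB6 inhibition with less porphyrin fluorescence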
Granule exo inh – lytic granule exocytosis inhibition; TALL-104 LAMP-1 surface exposure, flow cytometry; cells stimulated with thapsigargin and PMA; inhibition, % at 10 µM; 0.66% of 360,000 active; AID 651702;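 active = inhibition above about 55%, limit read from the data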
CaV13 FRET inh – Primary screen for inhibitors of IQ motif and Ca2+-dependent inactivation inhibitor domain binding in CACNA1D, Förster resonance energy transfer in living cells, …; inhibition, % at 12.3 µM; AID 743397; HEK cells, CFP/YFP FRET ICDI-IQ, plate reader, 10 min; percent FRET-ratio fall versus neutral wells; 0.098% of 340,000 active;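 active = mean replicate inhibition of at least 30% and at least 1% of replicates passing that level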;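 also: 0% = median of the neutral control wells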
Glyco luc inh – blocks N-linked glycosylation in D54 reporter cells | 0.23% of 360,000 active | D54 ERlucT glycosylation luciferase reporter, 24 h; percent of 100 nM tunicamycin response | AID 588692 | reporter increase, % at 12.5 µM;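 active = mean luciferase reporter signal, scaled so untreated is 0 and the glycosylation-blocking control 100, at or above a set limit in every replicate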;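 also: luciferase carries N-glycosylation sites so blocking glycosylation raises the light; 0% = median of neutral control wells and 100% = median of 100 nM tunicamycin wells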
Active calls of the source: *; / = no result given.

Compound	MC4R antagonist	MC4R ag barr	H9c2 protect	PDI inh	m5-HT2A agonist	ABHD5-PLIN5 inh	ABCB6 inh 2	Granule exo inh	CaV13 FRET inh	Glyco luc inh
Cc1[nH]c2c(ccc3ccccc32)c1C1C(CCN)C1(C)C (centres undefined)	0	-2.0	-16	4	-9	20	98	-3	-6	-3
CCC(=O)Nc1cc(-c2nn3c(C)nnc3s2)ccc1C	5	-2.1	7	6	-2	-4	94	-1	-5	2
O=[N+]([O-])c1ccc2cn(C3OC(CO)C(O)C3O)nc2c1 (centres undefined)	5	0.3	-7	-4	0	3	101	0	-6	2
CC(C)=CCc1c(O)cc2c(c1O)C(=O)CC(c1ccccc1)O2 (centres undefined)	9	7.6	-9	/	-3	-9	96	-4	/	1
CC(C)CC1NC(=O)c2cc3ccccc3cc2-n2c1nc1ccc(F)cc1c2=O (centres undefined)	12	0.9	-44	-6	-4	-5	89	-1	-4	-2
Cc1cc(C(=O)NC(C)C)on1	4	-1.0	1	-1	0	0	98	0	-11	2
COc1ccc(C2(C)NC(=O)N(CC(=O)Nc3ccc(C)cc3Br)C2=O)cc1OC (centres undefined)	1	-0.9	-3	-2	-3	-1	95	-13	-8	-1
C=CCn1c(=O)c(C(=O)Nc2ccccc2C(=O)OCC)c(O)c2ccccc21	-3	0.8	4	9	8	10	93	1	-1	0
NC(=O)CSc1nnc(SCc2ccc(F)cc2)s1	1	0.0	1	-1	-2	-1	104	-1	-5	5
Cc1cc2oc(=O)cc(CN(C)Cc3cccc(F)c3)c2cc1C	9	1.3	-7	10	-4	6	94	49	-4	-3
Cn1c(SCc2cccc(Br)c2)nnc1-c1ccccn1	0	-1.9	-4	-3	-6	-4	96	-1	-5	10
COCc1cccc(-c2csc(C(N)c3ccc(F)c(F)c3)n2)c1 (centres undefined)	-2	-1.9	-2	4	2	-3	101	6	-4	1
Cc1cc(C)cc(NC(=O)C2C3C=CC(O3)C2C(=O)O)c1 (centres undefined)	-3	-0.1	5	11	0	-4	100	-2	-5	2
O=C(NCCc1ccccc1)C1CCCN(c2ncnc3c2nc2n3CCCCC2)C1 (centres undefined)	2	-1.1	4	2	15*	-6	97	3	-15	4
CCOC(=O)c1sc2nc(C)nc(NCc3cccnc3)c2c1C	9	-1.7	0	-2	-1	-2	98	0	7	2
COc1ccc(NCC(=O)N/N=C2\CCCC(C)C2)cc1 (centres undefined)	0	2.7	5	-3	5	-1	106	-3	-6	0
Cc1cc(C)c(C(=O)N2CCCC(N3CCN(c4ccc(F)cc4)CC3)C2)o1 (centres undefined)	2	-4.4	2	1	-6	-1	93	-3	-5	1
N#CCSc1nnc(-c2ccc(F)cc2)n1N	4	-2.7	4	0	4	-4	92	-8	2	1
CCOc1ccccc1N(C(=O)c1ccco1)C(C(=O)NC1CCCC1)c1cccs1 (centres undefined)	5	-2.3	2	-4	4	-5	97	60*	-6	-1
O=C(Cc1cccc(NC(=O)C2CCCN(C(=O)C3CCCC3)C2)c1)Nc1ccc(C(=O)N2CCOCC2)cc1 (centres undefined)	2	-2.6	-1	6	-2	1	95	0	-7	0
CSc1ccc(-c2cccc3nncn23)cc1	-3	0.4	8	8	1	-2	65*	-1	-10	2
O=C1COc2ccc(C(=O)c3ccccc3C(=O)NCc3ccccc3)cc2N1	6	0.3	3	-5	3	3	88	0	/	2
CC(C)(C)N(NC(=O)Nc1ccc(F)cc1)C(=O)c1ccccc1	3	3.3	0	11	5	3	100	3	-2	2
COc1cccc(NC(=O)N2CCc3nc(Nc4cc(Cl)cc(Cl)c4)ncc3C2)c1	21	-2.1	-2	3	0	2	104	3	-10	6
COc1ccc(CCn2ccc(O)c(Cc3c(F)cccc3Cl)c2=O)cc1OC	4	-1.3	-6	2	-1	-4	90	-3	-6	0
CCCCCN(C(=O)CCC(=O)OCc1ccccc1C)c1c(N)n(CCCC)c(=O)[nH]c1=O	4	3.4	4	1	3	1	97	1	-6	0
NC(=O)N/N=C\c1cccs1	1	-2.2	0	0	0	-3	99	6	-20	0
CC(C)[C@H](Nc1ncnc2c1oc1ccccc12)C(=O)O	3	-1.3	-2	2	1	1	99	20	-6	-1
O=C(c1ccc2c(=O)n3c(nc2c1)CCCCC3)N1CCc2ccccc21	20	-2.4	2	-2	4	-4	89	1	-2	0
Cc1cccc(S(=O)(=O)Nc2nc3ccccc3nc2NCC2CCCO2)c1 (centres undefined)	-1	-1.4	1	-3	-1	12	91	-8	-5	1

Ordered by number of heavy atoms (largest number first): some entries from above
Compound	MC4R antagonist	MC4R ag barr	H9c2 protect	PDI inh	m5-HT2A agonist	ABHD5-PLIN5 inh	ABCB6 inh 2	Granule exo inh	CaV13 FRET inh	Glyco luc inh
O=C(Cc1cccc(NC(=O)C2CCCN(C(=O)C3CCCC3)C2)c1)Nc1ccc(C(=O)N2CCOCC2)cc1 (centres undefined)	2	-2.6	-1	6	-2	1	95	0	-7	0
CCCCCN(C(=O)CCC(=O)OCc1ccccc1C)c1c(N)n(CCCC)c(=O)[nH]c1=O	4	3.4	4	1	3	1	97	1	-6	0
CCOc1ccccc1N(C(=O)c1ccco1)C(C(=O)NC1CCCC1)c1cccs1 (centres undefined)	5	-2.3	2	-4	4	-5	97	60*	-6	-1
CC(C)CC1NC(=O)c2cc3ccccc3cc2-n2c1nc1ccc(F)cc1c2=O (centres undefined)	12	0.9	-44	-6	-4	-5	89	-1	-4	-2
COc1ccc(CCn2ccc(O)c(Cc3c(F)cccc3Cl)c2=O)cc1OC	4	-1.3	-6	2	-1	-4	90	-3	-6	0
Cc1cccc(S(=O)(=O)Nc2nc3ccccc3nc2NCC2CCCO2)c1 (centres undefined)	-1	-1.4	1	-3	-1	12	91	-8	-5	1
O=C(c1ccc2c(=O)n3c(nc2c1)CCCCC3)N1CCc2ccccc21	20	-2.4	2	-2	4	-4	89	1	-2	0
Cc1[nH]c2c(ccc3ccccc32)c1C1C(CCN)C1(C)C (centres undefined)	0	-2.0	-16	4	-9	20	98	-3	-6	-3
Cc1cc(C)cc(NC(=O)C2C3C=CC(O3)C2C(=O)O)c1 (centres undefined)	-3	-0.1	5	11	0	-4	100	-2	-5	2
NC(=O)CSc1nnc(SCc2ccc(F)cc2)s1	1	0.0	1	-1	-2	-1	104	-1	-5	5
Cc1cc(C(=O)NC(C)C)on1	4	-1.0	1	-1	0	0	98	0	-11	2

Next part
Compound	MC4R antagonist	MC4R ag barr	H9c2 protect	PDI inh	m5-HT2A agonist	ABHD5-PLIN5 inh	ABCB6 inh 2	Granule exo inh	CaV13 FRET inh	Glyco luc inh
NS(=O)(=O)c1cccc(NC(=O)COC(=O)CCC(=O)c2cccs2)c1	3	-2.3	-1	-1	0	0	97	-6	-2	1
Cc1nnc(SCC(=O)c2ccc(C(C)C)cc2)s1	-2	2.6	-8	-2	0	6	94	-4	-4	-1
CN(C)c1cccc(C(=O)NCC(c2ccco2)N(C)C)c1 (centres undefined)	15	1.1	2	6	1	-1	93	-7	-4	-2
COC(=O)C1=C(C)N(C)C(=O)NC1c1c(OC)ccc2ccccc12 (centres undefined)	-12	0.7	2	-2	-4	12	94	1	-3	0
Cc1cc(C)cc(NC(=O)CSc2n[nH]c(-c3cccnc3)n2)c1	10	-3.0	-10	-2	-2	1	96	0	-3	-1
COc1ccc(S(=O)(=O)N2CCn3c2nc2ccccc23)cc1	4	1.8	-7	-11	2	1	94	-5	/	-1
Cc1ccc2c(c1)N(CC(=O)NCCCN1CCCCC1)C(=O)c1cccnc1O2	6	-0.6	3	/	-3	6	108	0	-12	-1
CSC(=S)N/N=C(\C)c1ccc(Br)cc1	3	-2.2	7	1	1	-3	102	-1	/	1
C=C(C)c1nc2cc(OC)c(OC)cc2c(=O)o1	12	-2.2	11	-2	-1	2	99	-1	-5	1
O=C(Cn1ccc2ccccc2c1=O)NCCC(=O)Nc1cccnc1	6	-1.2	13	1	2	4	108	-4	-4	0
C/C(=N\NC(=O)CNC(=O)c1cccc(F)c1)c1ccc2ccccc2c1	-2	1.0	-2	-14	-1	-5	85	27	-4	5
Cc1cccc(C2NS(=O)(=O)N=C2N)c1 (centres undefined)	0	-2.0	0	16	0	3	98	19	-5	3
CC(=O)c1c(C)[nH]c(C(=O)NCc2ccccc2F)c1C	17	0.6	-3	-43	-1	-6	97	-7	-2	3
O=C1S/C(=C\c2ccc(O)c([N+](=O)[O-])c2)C(=O)N1Cc1cccc([N+](=O)[O-])c1	-6	0.8	-12	-7	8	0	95	12	-7	-2
COc1cccc(NC(=O)C2(C)CCN2C(=O)CC2CC2)c1 (centres undefined)	12	-1.3	-1	-1	4	2	102	1	-8	-1
Cc1ccnc(NS(=O)(=O)c2ccccc2)n1	4	-0.7	0	-3	3	2	91	5	-8	0
CCC(Cc1ccccc1)NC(=O)C1CC1 (centres undefined)	4	-1.0	8	14	5	1	93	-10	-6	-2
CCOC(=O)C1=CN(CC)S(=O)(=O)NC1CCc1ccccc1 (centres undefined)	2	-1.4	-10	-24	2	1	100	-2	/	0
